MLLE-PAM2 inh – inhibitors of microRNA-mediated deadenylation, human PABP1 MLLE binding; GST-MLLE / FITC-PAM2 fluorescence polarization; 360,000 tested, 0.36% active; inhibition, % at 20 µM; in the data active means inhibition above about 35%, passing the limit was not always enough;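 further: plate controls were DMSO wells with GST-MLLE for no effect and wells lacking GST-MLLE protein for full effect; some results filed as inactive read as strong as hits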
CendR NRP1 mod – modulators of CendR peptide binding to human neuropilin-1; FAM-RPARPAR peptide binding to NRP-1, fluorescence polarization; inhibition, % at 25 µM; 360,000 tested, 0.85% active; AID 602438;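 active means inhibition or corrected inhibition above about 18%, plus a signal ratio from 0.5 to 1.5, limit read from the data, passing the limit was not always enough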; further: strong numbers were not always called active
Target sequence (O14786 whole entry, looked up): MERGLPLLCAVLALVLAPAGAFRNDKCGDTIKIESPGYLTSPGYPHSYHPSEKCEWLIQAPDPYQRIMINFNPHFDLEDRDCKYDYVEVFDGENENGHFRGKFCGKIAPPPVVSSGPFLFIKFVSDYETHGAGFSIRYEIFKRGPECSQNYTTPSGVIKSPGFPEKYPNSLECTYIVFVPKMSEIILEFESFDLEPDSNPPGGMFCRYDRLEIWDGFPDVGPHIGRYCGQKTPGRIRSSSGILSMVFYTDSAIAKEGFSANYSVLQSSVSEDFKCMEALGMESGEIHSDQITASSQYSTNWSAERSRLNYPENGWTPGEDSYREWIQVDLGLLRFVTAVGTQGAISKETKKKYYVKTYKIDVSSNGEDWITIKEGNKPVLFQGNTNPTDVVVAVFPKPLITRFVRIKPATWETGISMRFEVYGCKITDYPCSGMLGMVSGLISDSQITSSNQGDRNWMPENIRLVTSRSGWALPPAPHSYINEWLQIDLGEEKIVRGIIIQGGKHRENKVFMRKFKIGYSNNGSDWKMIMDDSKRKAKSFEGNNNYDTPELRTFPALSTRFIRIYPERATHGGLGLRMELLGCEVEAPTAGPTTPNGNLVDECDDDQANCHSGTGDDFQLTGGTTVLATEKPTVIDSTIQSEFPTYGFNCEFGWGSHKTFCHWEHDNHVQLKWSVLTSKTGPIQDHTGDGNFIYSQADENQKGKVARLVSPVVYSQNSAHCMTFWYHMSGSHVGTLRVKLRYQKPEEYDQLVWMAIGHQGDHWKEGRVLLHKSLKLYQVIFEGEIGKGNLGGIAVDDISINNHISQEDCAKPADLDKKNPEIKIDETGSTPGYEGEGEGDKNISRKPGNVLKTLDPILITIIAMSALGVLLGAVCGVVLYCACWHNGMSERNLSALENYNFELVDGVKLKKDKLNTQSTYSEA
Neddylation inh – inhibitors of human cullin neddylation. P61081+Q13564. TR-FRET cullin neddylation, biochemical. calls only at 25 µM. 360,000 tested, 0.58% active. AID 651699; in the data active means inhibition above about 36%
E coli Lon inh – E. coli protease La inhibition; P0A9M0; purified E. coli Lon protease, fluorescence polarization; inhibition, % at 7.94 µM; 360,000 tested, 0.42% active; in the data active means inhibition above about 13%, passing the limit was not always enough;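 further: 0% = enzyme with probe and DMSO and 100% = no enzyme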
SKN-1 block – blocks SKN-1 activity in C. elegans; 360,000 tested, 0.49% active; C. elegans VP596 Pgst-4::GFP/RFP ratio, acrylamide-induced, 24 h; AID 624304; inhibition, % at 21.8 µM;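 active means interference check ratio from 0.5 to 1.5 plus GFP to RFP signal ratio inhibition reaching or exceeding a fixed threshold, cut at about 30% in these data, passing the limit was not always enough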; further: some compounds called inactive have numbers as strong as hits
MsrA act – activators of bovine methionine sulfoxide reductase A. purified bovine MsrA, absorbance read-out. activation, % at 10.6 µM. 360,000 tested, 0.3% active; in the data active means activation above about 7.5%;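 further: 0% = vehicle and 100% = reference activator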
MT1-MMP act inh – inhibitors of human MT1-MMP activation. HT1080 RFP-PRO-GFP cells, GFP/RFP ratio fluorescence, overnight; percent of plate control window, DMSO zero. 360,000 tested, 0.061% active. GFP/RFP ratio change, % at 20 µM;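 active means GFP/RFP ratio change of at least 30% with cell ATP level not reduced by more than half and red fluorescence within 50% of control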; further: strong numbers were not always called active
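Compound: 20 µM single dose, 1% DMSO / System: HT1080 RFP-PRO-GFP cells / Controls: DMSO and RFP-L50D-GFP cell wells / Read-out basis: GFP/RFP fluorescence ratio / Schedule: overnight compound exposure at 37 °C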
FAS TE block – inhibitors of human fatty acid synthase thioesterase domain | inhibition, % at 15 µM | recombinant FAS-TE, OMFH fluorogenic substrate, fluorescence endpoint | 360,000 tested, 0.67% active | P49327 | AID 602261;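 active means compounds whose normalised, plate-corrected inhibition of enzyme fluorescence in the single-dose primary screen is 50% or more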;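 further: 0% = DMSO with enzyme and 100% = substrate without enzyme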
Rin1-Abl PPI inh – human Rin1-Abl interaction inhibition; 360,000 tested, 0.4% active; inhibition, % at 7.35 µM; P00519+Q13671; AID 588664; TR-FRET Rin1/Abl binding, biochemical; in the data active means inhibition above about 5%, passing the limit was not always enough
* hit, by the source's call; i = inactive; nt = no result given.

#1 CCOc1ccc(NC(=O)CN(C)C(=O)c2ccc(N3CCCCCC3)c([N+](=O)[O-])c2)cc1OCC
#2 CCCNC(=O)c1cc(C2CCCN(S(=O)(=O)c3ccccc3)C2)on1 (stereo not drawn)
#3 COc1ccccc1NC(=O)CCCn1c(=S)[nH]c2ccccc2c1=O
#4 CC(C)NC(=O)Nc1ccc2c(c1)C(=O)N([C@H](C)CO)C[C@H](C)[C@@H](CN(C)C(=O)Nc1ccccc1)O2
#5 COc1ccc(Cc2c(-c3ccco3)nc3c(C)cc(Br)cn23)c(C)c1
#6 Brc1ccc2c(c1)CN1CCCC1=N2
#7 CCN(CC(=O)Nc1ccccc1C(F)(F)F)C(=O)c1cc(S(=O)(=O)N(C)C)ccc1N1CCCC1
#8 O=C(CN1C(=O)NC2(CCCCC2)C1=O)NCCc1c[nH]c2ccccc12
#9 CCOC(=O)c1c(C)[nH]c(C(C)=NNC(=O)Cn2nc(C)cc2C)c1C
#10 O=c1[nH]c(C2CCN(S(=O)(=O)c3ccccc3)CC2)nc2c1nnn2Cc1ccc2c(c1)OCCO2
entry no.	1	2	3	4	5	6	7	8	9	10
MLLE-PAM2 inh	-9	4	-65	5	-33	-3	-3	-19	7	3
CendR NRP1 mod	-10	3	-16	1	-22	-5	16	-1	-4	6
Neddylation inh	i	i	i	i	i	i	i	i	i	i
E coli Lon inh	-1	7	2	-1	-16	-4	-6	-4	8	-7
SKN-1 block	10	25	1	-3	48*	5	-3	-12	21	16
MsrA act	-1	-2	1	-2	0	0	-1	-2	-4	-1
MT1-MMP act inh	9	0	-4	8	-6	-28	-1	-2	-1	-5
FAS TE block	10	7	1	-1	-3	-2	1	-6	-6	0
Rin1-Abl PPI inh	-4	1	-1	1	-1	2	-1	-1	0	1

Copied from the list:
Under E coli Lon inh, #2 is entered as 7
Under E coli Lon inh, #3 is entered as 2
Under MLLE-PAM2 inh, #5 is entered as -33
Under FAS TE block, #9 is entered as -6
Under SKN-1 block, #7 is entered as -3

Following part
#11 CC1(C(=O)c2ccccc2)C2c3c(ccc4ccccc34)OC(=O)C21C(=O)N1CCOCC1 (stereo not drawn)
#12 CNc1c([N+](=O)[O-])cnn1-c1ccccn1
#13 CC(=O)Nc1ccc(NC(=O)c2cccc3ccccc23)cc1
#14 Brc1ccc(OCCCCCN2CCOCC2)cc1
#15 O=C(CN1CCC(NC(=O)c2ccccc2F)CC1)Nc1ccc2c(c1)OCO2
#16 Cc1c(C)c2cc(Cl)c(OCC(=O)NC3CC(C)(C)NC(C)(C)C3)cc2oc1=O
#17 COc1cccc(C(NC(C)=O)c2nc(-c3cccc(NC(C)=O)c3)cs2)c1 (stereo not drawn)
#18 NC(=S)NNC(=O)C12CC3CC(CC(C3)C1)C2
#19 Cc1cc(C)nc(SCC(=O)c2ccc(O)cc2O)n1
#20 COc1cc(C(=O)Nc2ccc(NC(=O)C3CCCCC3)nc2)cc(OC)c1OC
entry no.	11	12	13	14	15	16	17	18	19	20
MLLE-PAM2 inh	3	0	7	3	-15	-9	11	-9	9	3
CendR NRP1 mod	-9	-1	8	-4	-5	3	11	0	-1	4
Neddylation inh	i	i	i	i	i	i	i	i	i	i
E coli Lon inh	0	-4	-10	-8	4	0	-21	-2	4	-4
SKN-1 block	-4	16	0	18	-6	3	10	2	-5	11
MsrA act	2	-5	-2	-1	-10	0	-2	-10	-3	0
MT1-MMP act inh	3	4	-2	1	3	6	0	7	-2	1
FAS TE block	24	0	-2	-2	-12	-4	-4	-6	-2	2
Rin1-Abl PPI inh	-1	2	-2	4	1	-2	1	-1	1	2

#21 CS(=O)(=O)N(CC(=O)N1CCOCC1)c1cccc(Cl)c1Cl
#22 Cc1ccc(S(=O)(=O)N2CCC(C(=O)OCc3ccc([N+](=O)[O-])cc3)CC2)cc1
#23 O=C(CCN1C(=O)C2C3C=CC(C3)C2C1=O)N1CCN(c2ccc([N+](=O)[O-])cc2)CC1 (stereo not drawn)
#24 CC(C)=CCc1c2c(c3occ(-c4ccc(O)c(O)c4)c(=O)c3c1O)C=CC(C)(C)O2
#25 O=C(Cn1cnc2c(oc3ccccc32)c1=O)N1CCCC1
#26 O=C(OC1CCCCC1)c1ccc(NC(=O)c2ccco2)cc1
#27 COCCN(CC(=O)Oc1ccccc1P(=O)(OC)OC)Cc1ccccc1
#28 O=C(CN1C(=O)S/C(=C/C=C/c2ccccc2)C1=O)Nc1ccc(C(=O)O)cc1
#29 COCCNC(=O)CN1C(=O)COc2ccc(S(=O)(=O)N3CC(C)CC(C)C3)cc21 (stereo not drawn)
#30 CCC(Oc1ccccc1)C(=O)N1CCN(CC)CC1 (stereo not drawn)
entry no.	21	22	23	24	25	26	27	28	29	30
MLLE-PAM2 inh	22	-8	-4	4	21	-6	-15	11	8	-6
CendR NRP1 mod	6	-6	0	0	0	-3	1	-7	-4	8
Neddylation inh	i	i	i	i	i	i	i	i	i	i
E coli Lon inh	-11	0	-3	-13	6	-4	-3	1	-1	11
SKN-1 block	10	-7	0	-13	-7	13	-11	-1	15	-1
MsrA act	-1	-3	-8	0	-4	-4	-1	-4	-2	-2
MT1-MMP act inh	-3	1	2	-18	9	8	-2	-3	-1	-2
FAS TE block	-8	32	-6	-5	-5	17	-7	29	-5	-4
Rin1-Abl PPI inh	-1	-6	-5	2	-3	2	0	1	-1	-2

#31 O=C(O)c1ccccc1Oc1ccc(Oc2ccccc2)cc1
#32 COc1ccc(OCCC(=O)OCC(=O)NC2CCCCCCC2)cc1
#33 CCCc1cc(=O)oc2cc(C)cc(OCC(=O)NC3CCN(Cc4ccccc4)CC3)c12
#34 CCn1c(=O)c(C(=O)NNS(=O)(=O)c2ccc(Br)cc2)c(O)c2ccccc21
#35 Cc1cccc(C(=O)O/N=C/c2c(Cl)n(C)c3ccccc23)c1
#36 CCOc1ccc2nc(NC(=O)CC3Oc4ccccc4NC3=O)sc2c1 (stereo not drawn)
#37 CC(C)CCN(C(=O)c1csnn1)C(C(=O)NC1CCCC1)c1ccc(F)cc1 (stereo not drawn)
#38 COCC(=O)Nc1nnc(Cc2ccc(OC)c(OC)c2)s1
#39 CCOc1ccc(NC(=O)c2cnc3scc(C)n3c2=O)cc1
#40 Cc1ccc(Cl)cc1NC(=O)COC(=O)CC(C)(C)C
entry no.	31	32	33	34	35	36	37	38	39	40
MLLE-PAM2 inh	8	3	1	-7	5	-8	23	-9	-3	-3
CendR NRP1 mod	-1	-5	-2	-17	-10	0	-6	7	-12	4
Neddylation inh	i	i	nt	i	i	i	i	i	i	i
E coli Lon inh	-7	-6	-10	-10	3	0	-2	-2	-2	-12
SKN-1 block	-16	2	7	8	-1	6	12	6	-11	-5
MsrA act	0	-2	-7	-6	-5	-2	-5	0	-2	0
MT1-MMP act inh	2	-4	7	2	2	2	-3	2	1	2
FAS TE block	-5	8	33	10	22	-1	7	-8	8	-7
Rin1-Abl PPI inh	1	-1	-3	2	-1	2	6	-1	4	-4

#41 Nc1nc(Cl)nc2c1ncn2C1OC(CO)C(O)C1O (stereo not drawn)
#42 CCn1c(SC)nc2cc(S(=O)(=O)N3CCCCC3)ccc21
#43 O=C(NCc1nc2ccccc2[nH]1)c1cccc(S(=O)(=O)N2CCOCC2)c1
#44 COc1ccc([N+](=O)[O-])cc1N(CC(=O)NCCCOC(C)C)S(C)(=O)=O
#45 O=C1CCCCC1C1(O)C(=O)Nc2ccccc21 (stereo not drawn)
#46 CCOC(=O)N1CCN(C(=O)c2c(Cl)cnn2C)CC1
#47 Cc1oc2c(O)c(O)ccc2c(=O)c1-c1ccccc1
#48 COc1ccc(N2CCc3c(C)nc4c(OC)cc(OC)cc4c32)cc1
#49 Cc1cc(C)nc(NC(N)=NCCc2ccccc2)n1
#50 CC1=C2C3OC(=O)C(C)C3CCC2(C)C=C(Br)C1=O (stereo not drawn)
entry no.	41	42	43	44	45	46	47	48	49	50
MLLE-PAM2 inh	6	12	3	-6	4	-5	21	-7	8	-5
CendR NRP1 mod	2	0	6	-1	0	1	-65	1	3	-6
Neddylation inh	i	i	i	i	i	i	i	i	i	i
E coli Lon inh	9	-7	0	-2	-7	-12	2	-13	-10	-13
SKN-1 block	-2	-3	14	16	1	-8	-2	2	-3	22
MsrA act	-4	0	-2	-2	-2	-4	-13	-10	-4	0
MT1-MMP act inh	-5	-2	2	-2	-3	1	1	0	1	-1
FAS TE block	0	-1	-6	-2	-5	-7	-9	2	-5	-4
Rin1-Abl PPI inh	0	3	1	1	-2	4	2	-15	7	0

#51 O=C(NCc1cc2ccccc2[nH]1)C1CCC(=O)N(CCCN2CCCC2=O)C1 (stereo not drawn)
#52 O=C(OCC(=O)N1CCCCCC1)c1cccc(Cl)c1
#53 CC(C)Oc1ccc(C(=O)N2CCCc3ccccc32)cc1
#54 Cc1cccc(C(O)c2ncc(-c3ccccc3F)[nH]2)c1C (stereo not drawn)
#55 Cc1nc(CC(=O)NNS(=O)(=O)c2ccc3ccccc3c2)cs1
#56 CCN1CCN(CCOc2cccc(Oc3ccccc3)c2)CC1
#57 CC(=O)NCCC(=O)Nc1cc(S(=O)(=O)N2CCCCC2)ccc1N1CCN(C)CC1
#58 N#Cc1ccc(-c2ccc(OCC3CNC(=O)O3)cc2)cc1 (stereo not drawn)
#59 CCOC(=O)C(=CN(CCc1ccccc1)CC(=O)OC)C(=O)OCC
entry no.	51	52	53	54	55	56	57	58	59
MLLE-PAM2 inh	0	-1	6	-3	-7	11	18	-12	4
CendR NRP1 mod	-13	-5	13	30*	-3	6	10	-17	26*
Neddylation inh	i	i	i	i	i	i	i	i	i
E coli Lon inh	-6	-3	8	-2	1	10	-1	4	-11
SKN-1 block	6	2	-4	8	2	6	5	11	9
MsrA act	-1	-1	1	-5	-4	-2	-5	-2	-2
MT1-MMP act inh	-7	-2	3	6	2	0	1	-1	8
FAS TE block	-6	1	15	-5	-12	-5	-3	2	-11
Rin1-Abl PPI inh	0	2	1	0	-3	6	-1	-1	2

Quoted at random: four entries already listed.
#55 Cc1nc(CC(=O)NNS(=O)(=O)c2ccc3ccccc3c2)cs1
#56 CCN1CCN(CCOc2cccc(Oc3ccccc3)c2)CC1
#57 CC(=O)NCCC(=O)Nc1cc(S(=O)(=O)N2CCCCC2)ccc1N1CCN(C)CC1
#51 O=C(NCc1cc2ccccc2[nH]1)C1CCC(=O)N(CCCN2CCCC2=O)C1 (stereo not drawn)
entry no.	55	56	57	51
MLLE-PAM2 inh	-7	11	18	0
CendR NRP1 mod	-3	6	10	-13
Neddylation inh	i	i	i	i
E coli Lon inh	1	10	-1	-6
SKN-1 block	2	6	5	6
MsrA act	-4	-2	-5	-1
MT1-MMP act inh	2	0	1	-7
FAS TE block	-12	-5	-3	-6
Rin1-Abl PPI inh	-3	6	-1	0

Full records, quoted from the list:
NC(=S)NNC(=O)C12CC3CC(CC(C3)C1)C2 reads MLLE-PAM2 inh: -9; CendR NRP1 mod: 0; Neddylation inh: i; E coli Lon inh: -2; SKN-1 block: 2; MsrA act: -10; MT1-MMP act inh: 7; FAS TE block: -6; Rin1-Abl PPI inh: -1
O=C(CN1C(=O)S/C(=C/C=C/c2ccccc2)C1=O)Nc1ccc(C(=O)O)cc1 reads MLLE-PAM2 inh: 11; CendR NRP1 mod: -7; Neddylation inh: i; E coli Lon inh: 1; SKN-1 block: -1; MsrA act: -4; MT1-MMP act inh: -3; FAS TE block: 29; Rin1-Abl PPI inh: 1
